# From PubChem
# MBNL1-CUG inh: qHTS Assay for Inhibitors of MBNL1-poly(CUG) RNA binding | Muscleblind-like protein 1 (Homo sapiens), Q9NR56 | TR-FRET MBNL1-His/biotin-(CUG)12 binding, 665/545 ratio | Potency, µM (highest dose often 57.5 µM), without a hit: at the top dose activity change, negative = inhibition, hits mostly inhibitors | 280,000 compounds, 0.036% hits | AID 2675, 2010; active means well fitted inhibition curve with a large enough effect in the signal ratio, with a control signal flat, not every such curve was filed as active; inconclusive means small, poorly fitted or top-dose-only effect, or effect the other way, or a change in a side signal; inactive means no such curve, though single readings can be large or run the other way; the % refers to the signal ratio; further: on the % scale 0 is the no-effect control and ±100 the full control effect
#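 TR-FRET between His-tagged MBNL1 and biotin-(CUG)12 RNA, detected with Tb anti-His antibody (0.055 ng/ul) and streptavidin-XL665 (5 nM), 60 min at room temperature. Compounds titrated 92 nM to 58 uM; 665/545 nm ratio normalized to buffer and complex controls.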
# ELG1 genotoxic: qHTS screen for small molecules that induce genotoxicity in human embryonic kidney (HEK293T) cells expressing luciferase-tagged ELG1; HEK293T ELG1-luciferase reporter, luminescence, 16 h; Potency, µM (highest dose often 46 µM), without a hit: at the top dose activity change, positive = activation, usual class: activators; 330,000 compounds, 1.3% hits; AID 504466, 2011; further: % of control where 0% means no effect; nearly all actives have a fitted effect of over 60% in size
#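 Quantitative HTS format in 1536-well plates. HEK293T ELG1-luciferase reporter cells receive test compound and are incubated 16 hr at 37 °C, 5% CO2; ONE-Glo added, 30 min room temperature, then luminescence read.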
# Gal4-VP16 FLuc: VP16 counterscreen qHTS for inhibitors of ROR gamma transcriptional activity | 310,000 compounds, 3.5% hits | Drosophila S2 Gal4-VP16 UAS-luciferase, luminescence, 20 h | Potency, µM (highest dose often 53.6 µM), for inactives: at the highest dose activity, negative = inhibition, actives largely listed as inhibitors | AID 2546, 2010;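 further: Gal4-VP16 expression switched on by copper sulfate through the metallothionein promoter; on the % scale 0 is the no-effect control and ±100 the full control effect; nearly all actives have a fitted effect of over 50% in size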
# MLL CXXC-DNA inh: qHTS Fluorescence Polarization Assay for Inhibitors of MLL CXXC domain - DNA interaction. Potency, µM (series often up to 115 µM), for inactives: top-dose activity change, negative = inhibition, usual class: inhibitors. Histone-lysine N-methyltransferase 2A (Homo sapiens), Q03164. MLL-CXXC / FITC-HOXA9 DNA fluorescence polarization. 290,000 compounds, 0.037% hits; active means well fitted inhibition curve with a large enough effect in the polarisation, with a control signal flat, not every such curve was filed as active; inconclusive means small, poorly fitted or top-dose-only effect, or effect the other way, or a change in a side signal; inactive means no such curve, though single readings can be large or run the other way; the % refers to the polarisation
#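 Purified MLL-CXXC (added from a 7 uM solution) was preincubated 5 min at ambient with pinned compounds in 50 mM Tris-HCl pH 7.5, 50 mM NaCl, 1 mM DTT, 0.05% BSA. Fluorescein-labeled HOX-A9 DNA (50 nM solution) followed, 30 min, then polarization read.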
# FLuc counter: qHTS profiling assay for firefly luciferase inhibitor/activator using purifed enzyme and Km concentrations of substrates (counterscreen for miR-21 project); purified FLuc, Km substrates, luminescence inhibition; Luciferin 4-monooxygenase (Photinus pyralis), P08659; Potency, µM (series often up to 57.5 µM), for inactives: at the top dose activity change, negative = inhibition, hits mostly inhibitors; 360,000 compounds, 6.9% hits;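 further: plate controls were vehicle for no effect and reference inhibitor for full effect; nearly all actives have a fitted effect of over 55% in size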
#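 Purified P. pyralis luciferase (10nM final) with 10uM D-luciferin and 10uM ATP (Km levels) in 50mM Tris acetate pH 7.5, 10mM Mg acetate, 0.01% Tween-20, 0.05% BSA; qHTS 6-point titration, ~60 µM downward; luminescence read.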
# p53 reactivator: qHTS assay for re-activators of p53 using a Luc reporter; H1299 p53-A138V BP100-luciferase reporter, luminescence, 24 h; Potency, µM (top dose mostly 92.2 µM), for inactives: top-dose activity change, positive = activation, actives largely listed as activators; 320,000 compounds, 0.063% hits; AID 504706, 2011; further: % of control where 0% means no effect; nearly all actives have a fitted effect of over 45% in size
#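 p53-null H1299 cells stably carrying temperature-sensitive p53-A138V and a BP100-luciferase reporter were pinned with compounds (4-point, 1:5 series) and held 24 hrs at 37 deg C. Luminescence was read 10 min after detection reagent.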
# uPA surface inh: qHTS for Inhibitors of Cell Surface uPA Generation | cell surface uPA generation assay, qHTS | Potency, µM (highest dose often 38.3 µM), for inactives: top-dose activity change, negative = inhibition, usual class: inhibitors | 330,000 compounds, 0.31% hits | AID 540303, 2011; active means well fitted inhibition curve with a large enough effect; inconclusive means small, poorly fitted or top-dose-only effect; inactive means no such curve, though single readings can be large or run the other way; tested in mouse RAW 264.7 cells; further: on the % scale 0 is the no-effect control and ±100 the full control effect; nearly all actives have a fitted effect of over 55% in size
# RORgamma inh: qHTS for inhibitors of ROR gamma transcriptional activity; Drosophila S2 Gal4-RORgamma UAS-luciferase reporter, 20 h; Potency, µM (titrated, usually from 53.6 µM), for inactives: at the top dose activity change, negative = inhibition, actives largely listed as inhibitors; 310,000 compounds, 5.4% hits; AID 2551, 2010; further: on the % scale 0 is the no-effect control and ±100 the full control effect; nearly all actives have a fitted effect of over 60% in size
#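 ROR gamma transcriptional activity was tracked as Gal4-UAS luciferase output in stably transfected Drosophila Schneider cells, with compound added 1 hr before 700 uM copper sulfate induction and a 20 hr ambient-temperature incubation.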
# Rab9 promoter act: qHTS Assay for Rab9 Promoter Activators | Huh7 Rab9 promoter-luciferase reporter, luminescence, 24 h | Potency, µM (top dose mostly 9.22 µM), without a hit: at the highest dose activation, negative = inhibition, usual class: activators | 320,000 compounds, 2.8% hits | AID 485297, 2010; further: % of control where 0% means no effect; nearly all actives have a fitted effect of over 60% in size
#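 Using Huh7 cells stably transfected with Rab9 promoter–luciferase, compounds were incubated 24 h at 37 °C, 5% CO2; luciferase luminescence was read 10 min after reagent addition.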
# BRCA1 expr up: qHTS Assay to Identify Small Molecule Activators of BRCA1 Expression; MCF7-BRCA1-FFLuc reporter, luminescence, 48 h; response scale: scaled: vehicle 0%, 10 µM genistein 100%; Potency, µM (highest dose often 46.1 µM), inactives show at the top dose activation, most hits filed as activators; 380,000 compounds, 1.1% hits; AID 624202, 2012; further: nearly all actives have a fitted effect of over 80% in size; some results filed as inactive show a strong effect at the top dose
#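 Luminescence from a BRCA1-driven firefly luciferase in MCF7 cells was read after 48 h compound exposure at 37 C. Data normalized against DMSO and a 10microM genistein activation control, then curve-fitted across the titration.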
# NPC1 promoter act: qHTS Assay for NPC1 Promoter Activators. Huh7 NPC1 promoter luciferase reporter, 24 h. Potency, µM (doses to about 9.22 µM), for the others: at the top dose activation, most hits filed as activators. 320,000 compounds, 2.4% hits. AID 485313, 2010;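 further: % of control where 0% means no effect; nearly all actives have a fitted effect of over 60% in size; reporter is driven by a mutant NPC1 promoter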
#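 Luminescence from an NPC1 promoter-driven luciferase reporter in stably transfected Huh7 cells was measured after 24 h compound treatment at 37 °C, followed by 10 min ambient incubation with luciferase detection reagent.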
# * hit, by the source's call; ? = inconclusive; · = no result given; ! = not active in a repeat; [ ] = dose if it differs, or a comment. Unless noted, the call rests on the fitted dose curve; in most records, active means well fitted curve in the direction sought with a large enough effect; inconclusive means small, poorly fitted or top-dose-only effect, or another doubt; inactive means no such curve, though single readings can be large; an effect the other way counts as inactive or inconclusive. Potency means the concentration at half of the fitted maximal effect. The list is partial. The share of hits here may be higher or lower than overall.
Molecule	Rab9 promoter act	MLL CXXC-DNA inh	BRCA1 expr up	RORgamma inh	uPA surface inh	Gal4-VP16 FLuc	ELG1 genotoxic	NPC1 promoter act	FLuc counter	p53 reactivator	MBNL1-CUG inh
Cc1ccc(CN(C(=O)c2cc(=O)c3cc(C)cc(C)c3o2)C2CCS(=O)(=O)C2)cc1 (configuration not stated)	-0.5%	-11.2%	-2.0%	35.1%	-4.9%	5.2%	5.2%	-0.2%	-1.4%	-6.1%	-2.8%
COc1ccc(N2C(=O)C(CC(=O)Nc3ccccc3)N(Cc3ccc(OC)c(OC)c3)C2=O)cc1 (configuration not stated)	0.8%	-1.8%	22.3%	20.6%	-1.4%	-1.5%	3.6%	-1.4%	-1.6%	1.9%	-8.6%
O=C(CN1C2CCCC1CC(NC(=O)c1ccccc1)C2)NC1CC1 (configuration not stated)	-1.1%	6.1%	1.2%	-5.2%	8.4%	2.9%	14.5%	-5.2%	-0.2%	-1.8%	-3.6%
Cc1ccccc1-c1noc(CCC(=O)NC2CCCCC2)n1	-3.0%	5.5%	-2.1%	27.9%	-0.8%	-10.5%	-5.8%	-4.4%	-0.2%	-5.2%	1.5%
O=C(Nc1ccccn1)C12CC3CC(CC(C3)C1)C2	-1.8%	5.3%	3.3%	-43.2%	·	0.8%	1.2%	-2.6%	-8.4%	8.9%	-7.7%
Cn1c(-c2ccco2)n[nH]c1=S	1.6%	0.1%	0.2%	?	14.9%	-2.6%	2.0%	-1.3%	-3.3%	-9.8%	-2.2%
CCOC(=O)CSc1nnc(-c2nnc(SCC(=O)OCC)n2CC)n1CC	-30.2%[inhibitor]	-12.9%	-3.8%[1.84 µM]	-23.3%	-2.7%	0.6%	-1.4%	0.0%	0.1%	9.6%	-0.6%
CCOC(=O)C1CCCN(CCC(=O)Nc2ccc(Br)c(C)c2)C1 (configuration not stated)	0.2%	16.9%	-7.2%	-25.6%	9.0%	28.1%	-4.3%	-0.2%	0.9%	6.7%	?
COc1ccc(NC(=O)c2cccc(OS(=O)(=O)N(C)C)c2)cc1	2µM*	-1.8%	48.7%	-4.1%	-7.8%	-12.3%	8.5%	1.58µM*	6.01µM*	-3.8%	-8.1%
CC(=O)c1cccc(NC(=O)CN2C(=S)NC(C)(C)CC2C)c1 (configuration not stated)	-2.1%	-0.8%	-19.9%	0.4%	1.8%	15.9%	-2.2%	-8.7%	3.4%	-2.3%	-2.2%
CC(OC(=O)c1ccccc1O)C(=O)Nc1cccc(Cl)c1 (configuration not stated)	-5.2%	-6.2%	-34.9%	-26.4%	-1.6%	-18.0%	-5.3%	-9.6%	-1.6%	-0.9%	-0.3%
O=C(c1ccc(Cl)cc1)c1cnc(-c2ccccc2)s1	2.82µM*	-1.6%	61.4%	10.3%	2.2%	-9.1%	12.7%	2.24µM*	?	-0.1%	1.7%
O=C(NCC(=O)N1CCC2(CC1)NCCc1[nH]cnc12)c1ccc(Br)cc1	-0.7%	4.1%	7.7%	-10.7%	-21.9%	-1.9%	-0.7%[9.26 µM]	0.7%	0.2%	5.0%	-8.0%
Fc1ccc(-c2cc(C(F)(F)F)nc(-n3cccn3)n2)cc1	-12.2%	3.6%	-25.2%	-27.6%	-23.4%	1.5%	-8.8%	0.3%	-5.1%	-1.6%	-9.8%
COc1ccc(CCNC(=O)C2CCN(S(=O)(=O)N3CCCCC3)CC2)cc1OC	1.0%	2.1%	-3.8%	2.0%	-62.0%	2.5%	1.8%	2.9%	0.0%	-6.0%	4.2%
O=c1[nH]c2c(oc3ccccc32)c(=O)n1Cc1ccccc1	2.8%	-4.6%	-19.2%	0.3%	-4.8%	14.2%	9.7%	-3.2%	3.2%	-1.8%	-0.2%
CN(C)c1ccc(C(=S)N2CCN(Cc3ccccc3)CC2)cc1	9.9%	-6.3%	-18.8%	12.6µM*	4.2%	-3.8%	-1.4%	0.7%	?	-0.8%	-1.5%
CCN(c1ccccc1)S(=O)(=O)c1cccc(C(=O)NCC(c2ccco2)N2CCCC2)c1 (configuration not stated)	0.1%	-0.1%	-33.4%	13.6%	-0.9%	-5.3%	-11.7%	-5.2%	3.4%	29.4%	-2.6%
COc1ccc(/C=C/c2ccc3cccc(O)c3n2)cc1Br	15.7%	-10.7%	73.4%	2µM*	-16.6%	3.16µM*	?	?	6.01µM*	?	0.4%
CCN1CCN(c2nc3c(c(=O)[nH]c(=O)n3C)n2CCSc2nc3ccccc3s2)CC1	6.4%	-5.5%	-20.3%	-3.2%	11.6%	2.3%	1.5%	3.6%	-0.5%	-1.7%	-6.6%
COCc1c(C(=O)N2CCc3ccccc32)oc2ccccc12	3.5%	23.0%	-1.1%	28.8%	-4.1%	-3.8%	2.9%	-22.9%	?	?	0.1%
CCOc1cccc(-c2c(C(=O)N/N=C(\C)c3cccs3)nnn2-c2nonc2N)c1	11.5%	4.8%	-34.6%	?	19.5%	?	-6.2%	-8.8%	-0.7%	-3.1%	6.9%
Cc1ccc(C(=O)NCC2(c3ccccc3)CCCC2)cc1	3.3%	10.3%	-8.8%	27.5%	-1.1%	0.5%	-2.8%	-2.7%	-1.5%	-6.5%	5.5%
CC(NC(=O)C(=O)NCc1cccs1)c1ccccc1 (configuration not stated)	-0.3%[1.84 µM]	-0.5%	7.1%	-20.4%	-0.8%	2.9%	3.8%	-6.5%	-2.1%	6.8%	1.9%
COc1ccccc1C(=O)Nc1nnc(S(=O)(=O)N2CCCCCC2)s1	-1.0%	-4.8%	3.8%	0.9%	0.1%	1.4%	-1.1%	-2.1%	10.7µM*!	8.8%	9.8%
O=C1CN(C(=O)c2cccc([N+](=O)[O-])c2)CC(=O)N1	3.3%	2.2%	-4.8%	2.1%	2.9%	2.1%	0.8%	0.9%	-0.7%	·	15.6%
COc1ccc(C2CC(c3ccccc3)=NN2C(=O)CSc2ncccn2)cc1 (configuration not stated)	-9.2%	0.6%	-30.0%	15.4%[10 µM]	-4.2%	?	-1.9%	-10.0%	0.9%	-17.2%	·
CCOC(=O)N1CCN(C(=O)CSc2nnc(COc3ccccc3)o2)CC1	-0.2%	2.5%	2.3%	-23.7%	-12.5%	3.4%	-0.4%	-0.5%	3.5%	12.7%	-9.6%
Cc1nc(Oc2cccc(Cl)c2)c2oc3ccccc3c2n1	-5.9%	15.1%	-55.6%	-12.3%	-1.6%	16.0%	-8.0%	-0.5%	-14.9%	3.3%	2.9%
COc1ccc(C2=NOC(C(=O)N3CCCc4ccccc43)C2)cc1 (configuration not stated)	7.8%	-1.2%	34.3%	28.5%	·	1.5%	-1.2%	3.6%	13.5µM*	6.3%	0.5%
Cc1ccc(OCCN(C)C(=O)C2CCC(=O)N(CC3CCCCC3)C2)cc1 (configuration not stated)	3.9%	3.1%	-14.7%	14.6%	-13.3%	10.5%	-6.9%	-3.9%	-0.2%	-9.1%	0.9%
Cc1cc(-c2ccc(C)c(S(=O)(=O)Nc3ccc(S(N)(=O)=O)cc3)c2)on1	-0.8%	5.0%	-1.5%	-4.5%	-5.8%	-0.2%	0.2%	1.1%	2.0%	10.7%	-17.1%
O=C1C=C(N2CCN(C(=O)c3ccccc3)CC2)C2(CCCCC2)O1	5.3%	5.5%	-20.3%	-26.4%	0.2%	1.6%	-0.4%	-1.6%	6.3%	-3.6%	-5.5%
CC(C)(Oc1ccc(Cl)cc1)C(=O)Nc1cccnc1	4.1%	9.8%	-20.6%	13.5%	2.5%	6.8%	-2.7%	5.3%	-0.1%	-0.1%	-0.5%
O=C(Nc1ccccc1Cl)c1cccs1	26.1%	0.3%	14.0%	35.6%	-1.5%	26.3%	8.2%	12.9%	?	21.7%	-5.0%
